AGP1-GFP MLPCN = modulators of AGP1-GFP expression in yeast TOR pathway, primary screen, cell-based, multiplex flow cytometry, S. cerevisiae, MLPCN library | 3 h; GFP as percent of DMSO wells | GFP response vs DMSO, % at 10 µM | 0.02% of 320,000 active;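 active = GFP response relative to DMSO above a set limit, near screen average plus 3 SD, cut at about 150% in these data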;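 note: median GFP channel fluorescence of the gated AGP1 strain per well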
MEP2-GFP yeast = modulators of MEP2-GFP levels in yeast, primary screen, S. cerevisiae, multiplex flow cytometry, MLPCN library; S. cerevisiae MEP2-GFP strain, 3 h; 100% = DMSO control level; GFP response vs DMSO, % at 10 µM; 0.51% of 330,000 active;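 active = GFP response versus DMSO above a set limit, roughly screen mean plus 3 SD, cut at about 180% in these data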;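 note: median GFP fluorescence of the barcode-gated MEP2-GFP cells per well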
LAP4 TOR yeast = modulators of LAP4-GFP expression in yeast, primary screen, S. cerevisiae, multiplex flow cytometry, MLPCN library; 3 h; median GFP as percent of DMSO wells; GFP response vs DMSO, % at 10 µM; 0.34% of 320,000 active; AID 2023, 2009;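 active = GFP response vs DMSO above a set limit, about the screen mean plus 3 SD, cut at about 150% in these data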
procasp7 counter = procaspase-7 activators, primary screen, counter-screen for procaspase-3 activator project, biochemical, absorbance, HTS, human | Caspase-7 (Homo sapiens), P55210 | recombinant procaspase-7, Ac-DEVD-pNA absorbance 405 nm; D23A/D198A/D206A triple mutant, cannot self-cleave; scale: DMSO 0, 5 µM enzyme 100 | activation, % at 8.5 µM | 0.093% of 330,000 active | AID 463210, 2010;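 active = percent activation above the screen-wide mean plus 3 SD, cut at about 25% in these data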
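signal = Epi-absorbance of released pNA at 405 nm, two timepoints | assay system = Uncleavable procaspase-7 mutant enzyme | reagent = Ac-DEVD-pNA substrate, 400 µM as added | times = 1 h enzyme–compound preincubation and 2 h substrate reaction, both 25 °C | benchmarks = low DMSO alone, high DMSO plus 5 µM PC-7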
procasp3 activ = activators of human procaspase-3 D3A mutant, primary screen, biochemical, absorbance, PC-3 D3A mutant, single concentration; recombinant procaspase-3 D3A, Ac-DEVD-pNA absorbance 405 nm; Caspase-3 (Homo sapiens), P42574; 0.11% of 330,000 active; activation, % at 8.5 µM;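 active = activation above the mean of all tested compounds plus 3 SD, cut at about 21% in these data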;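 note: 0% = DMSO alone and 100% = DMSO wells spiked with extra 5 µM PC-3 D3A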
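Technique: 405 nm absorbance of p-nitroaniline, reads at 0 and 120 min; Test system: Procaspase-3 D3A mutant; Incubation: 1 h enzyme-compound preincubation, then 2 h substrate reaction, 25 °C; Repeats: singlicate, each compound tested once; Benchmarks: low control DMSO wells, high control DMSO plus 5 µM PC-3 D3A.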
AHR act = AHR activators, primary screen, cell-based, luminescence, luciferase reporter, human; Aryl hydrocarbon receptor (Homo sapiens), P35869; AHR-responsive luciferase reporter cells; activation, % at 5 µM; 2.5% of 320,000 active; AID 2796, 2010; in the data active = activation above about 47%;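 note: 0% = vehicle wells and 100% = reference agonist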
Target sequence (P35869 whole entry, looked up): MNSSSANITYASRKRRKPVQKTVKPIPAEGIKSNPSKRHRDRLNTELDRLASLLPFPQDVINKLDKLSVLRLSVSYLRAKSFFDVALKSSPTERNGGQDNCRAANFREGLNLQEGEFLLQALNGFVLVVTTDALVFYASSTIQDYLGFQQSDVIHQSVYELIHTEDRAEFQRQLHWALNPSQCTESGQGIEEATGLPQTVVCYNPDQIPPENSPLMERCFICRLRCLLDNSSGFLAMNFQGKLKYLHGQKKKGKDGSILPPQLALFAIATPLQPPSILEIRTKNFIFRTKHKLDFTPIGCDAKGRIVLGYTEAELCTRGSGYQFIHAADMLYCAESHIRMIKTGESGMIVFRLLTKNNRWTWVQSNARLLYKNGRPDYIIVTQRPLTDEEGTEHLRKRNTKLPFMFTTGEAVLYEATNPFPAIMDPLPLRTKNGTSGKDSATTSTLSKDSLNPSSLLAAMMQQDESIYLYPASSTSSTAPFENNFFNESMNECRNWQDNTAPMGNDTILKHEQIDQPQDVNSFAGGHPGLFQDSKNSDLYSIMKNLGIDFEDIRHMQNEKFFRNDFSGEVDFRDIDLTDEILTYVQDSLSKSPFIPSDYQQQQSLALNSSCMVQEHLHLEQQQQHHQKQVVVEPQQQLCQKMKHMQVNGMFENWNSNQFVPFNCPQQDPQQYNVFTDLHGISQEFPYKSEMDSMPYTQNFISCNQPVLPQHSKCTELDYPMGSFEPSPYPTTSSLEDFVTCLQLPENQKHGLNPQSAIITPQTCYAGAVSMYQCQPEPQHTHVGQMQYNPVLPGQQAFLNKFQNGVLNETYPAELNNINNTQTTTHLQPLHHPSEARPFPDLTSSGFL
CIT2-GFP yeast = modulators of CIT2-GFP expression in yeast, primary screen, S. cerevisiae, GFP fusion, multiplex flow cytometry, MLPCN library; S. cerevisiae CIT2-GFP strain, 3 h; 100 means same as DMSO wells; GFP response vs DMSO, % at 10 µM; 0.065% of 320,000 active; AID 2029, 2009;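 active = GFP response relative to DMSO above a set limit, near the screen mean plus 3 SD, cut at about 150% in these data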;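 note: ratio of well median GFP fluorescence to mean of DMSO wells on the plate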
RPL19A-GFP yeast = RPL19A-GFP expression modulators in yeast, primary screen, cell-based, S. cerevisiae, multiplex flow cytometry, MLPCN | percent response vs DMSO, % at 10 µM | 0.3% of 330,000 active | S. cerevisiae RPL19A-GFP strain, 3 h; hits give low values;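 active = percent response vs DMSO below 50%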;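 note: median channel GFP fluorescence of the barcoded RPL19A-GFP strain; ratio of sample median GFP to plate DMSO average so 100% = DMSO; lower means less RPL19A-GFP as with rapamycin TOR inhibition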
The depositor's hits bear a star. Rows are unselected, and some 3.5% of all compounds hit somewhere here.

Results for Nc1c(C(=O)Nc2ccc(F)cc2)sc2nc(-c3ccco3)ccc12 ?
AGP1-GFP MLPCN: 91.5; MEP2-GFP yeast: 92.9; LAP4 TOR yeast: 117.6; procasp7 counter: -21.7; procasp3 activ: -23.2; AHR act: 72.2*; CIT2-GFP yeast: 73.9; RPL19A-GFP yeast: 93.4

What do the screens show for `CCN(CC(=O)Nc1c(F)cccc1F)C(=O)CSc1nc2ccccc2o1`?
AGP1-GFP MLPCN: 108.8; MEP2-GFP yeast: 103.2; LAP4 TOR yeast: 106.6; procasp7 counter: 7.4; procasp3 activ: 1.0; AHR act: 4.7; CIT2-GFP yeast: 106.0; RPL19A-GFP yeast: 100.8

What do the screens show for `CS(=O)(=O)N(CC(=O)N1CCCC1)c1cccc(Cl)c1Cl`?
AGP1-GFP MLPCN: 99.8; MEP2-GFP yeast: 101.6; LAP4 TOR yeast: 101.7; procasp7 counter: 8.6; procasp3 activ: -2.8; AHR act: -1.7; CIT2-GFP yeast: 91.5; RPL19A-GFP yeast: 100.0

How did O=C(CNC(=O)c1cccs1)OCC(=O)c1ccc(Br)cc1 do in these assays?
AGP1-GFP MLPCN: 99.4; MEP2-GFP yeast: 103.0; LAP4 TOR yeast: 97.3; procasp7 counter: 9.6; procasp3 activ: 3.6; AHR act: -0.3; CIT2-GFP yeast: 100.4; RPL19A-GFP yeast: 94.5

Results for Cc1cccc(C)c1NC(=O)CNC(=O)CCCN1C(=O)c2cccc3cccc(c23)C1=O ?
AGP1-GFP MLPCN: 181.5*; MEP2-GFP yeast: 449.1*; LAP4 TOR yeast: 374.7*; procasp7 counter: 12.5; procasp3 activ: 2.4; AHR act: 0.7; CIT2-GFP yeast: 413.8*; RPL19A-GFP yeast: 170.2

Results for Cc1ccc(NC(=O)CNC(=O)c2sc3ccccc3c2Cl)nc1 ?
AGP1-GFP MLPCN: 94.7; MEP2-GFP yeast: 97.5; LAP4 TOR yeast: 102.6; procasp7 counter: -5.7; procasp3 activ: 13.8; AHR act: 8.0; CIT2-GFP yeast: 95.8; RPL19A-GFP yeast: 98.4

How did COC(=O)CSc1nc2c(cnn2-c2ccc(Cl)cc2)c(=O)[nH]1 do in these assays?
AGP1-GFP MLPCN: 91.0; MEP2-GFP yeast: 91.5; procasp7 counter: -3.0; procasp3 activ: -0.9; AHR act: 1.8; CIT2-GFP yeast: 92.5; RPL19A-GFP yeast: 83.9

How did Cc1nn(C(C)(C)C)c(OC(=O)c2cccs2)c1Sc1ccccc1 do in these assays?
AGP1-GFP MLPCN: 103.6; MEP2-GFP yeast: 99.2; LAP4 TOR yeast: 96.3; procasp7 counter: -4.5; procasp3 activ: 11.2; AHR act: 5.0; CIT2-GFP yeast: 97.8; RPL19A-GFP yeast: 103.9

What do the screens show for `COc1ccc(C2=NS(=O)(=O)N(C)C(C(=O)Nc3cc(OC)c(OC)c(OC)c3)=C2)cc1`?
AGP1-GFP MLPCN: 97.5; MEP2-GFP yeast: 113.3; LAP4 TOR yeast: 100.0; procasp7 counter: 5.1; procasp3 activ: 2.8; AHR act: 5.6; CIT2-GFP yeast: 109.6; RPL19A-GFP yeast: 94.1

How did CCn1cnc2cc(NCc3ccccc3Cl)ccc21 do in these assays?
AGP1-GFP MLPCN: 98.2; MEP2-GFP yeast: 111.5; LAP4 TOR yeast: 96.6; procasp7 counter: -21.9; procasp3 activ: -10.2; AHR act: 0.2; CIT2-GFP yeast: 103.4; RPL19A-GFP yeast: 106.8

How did Cc1cc(O)ccc1N/C=C1\CCCC1=O do in these assays?
AGP1-GFP MLPCN: 94.5; MEP2-GFP yeast: 103.5; LAP4 TOR yeast: 97.6; procasp7 counter: -17.1; procasp3 activ: -10.8; AHR act: 12.3; CIT2-GFP yeast: 107.5; RPL19A-GFP yeast: 99.8

Results for CC(=O)N1CCN(Cc2nc3cc(NC(=O)c4ccccc4C)ccc3n2C)CC1 ?
AGP1-GFP MLPCN: 107.1; MEP2-GFP yeast: 109.5; LAP4 TOR yeast: 110.0; procasp7 counter: 6.7; procasp3 activ: -9.0; AHR act: 0.7; CIT2-GFP yeast: 117.0; RPL19A-GFP yeast: 106.8

How did Cc1cc(NC(=O)CSCC(=O)OC(C)C(=O)N(C)Cc2ccccc2)no1 (stereo not drawn) do in these assays?
AGP1-GFP MLPCN: 99.1; MEP2-GFP yeast: 99.2; LAP4 TOR yeast: 100.5; procasp7 counter: 3.0; procasp3 activ: -2.8; AHR act: -3.7; CIT2-GFP yeast: 94.4; RPL19A-GFP yeast: 96.1

What do the screens show for `COc1ccc(OCC(=O)N2CCN(C(=O)COc3ccc(Br)cc3)CC2)cc1`?
AGP1-GFP MLPCN: 107.6; MEP2-GFP yeast: 104.8; LAP4 TOR yeast: 104.2; procasp7 counter: 1.4; procasp3 activ: 1.5; AHR act: 1.3; CIT2-GFP yeast: 107.9; RPL19A-GFP yeast: 104.8

How did CCOc1ccccc1CN1CCN(Cc2c[nH]c3ccccc23)CC1CCO (stereo not drawn) do in these assays?
AGP1-GFP MLPCN: 107.6; MEP2-GFP yeast: 98.9; LAP4 TOR yeast: 98.3; CIT2-GFP yeast: 100.6; RPL19A-GFP yeast: 105.9

Results for Cc1ccc2nc(N(CCN(C)C)C(=O)c3ccc4ccccc4c3)sc2c1 ?
AGP1-GFP MLPCN: 98.0; MEP2-GFP yeast: 100.5; LAP4 TOR yeast: 102.2; procasp7 counter: -3.9; procasp3 activ: 9.8; AHR act: 2.0; CIT2-GFP yeast: 97.7; RPL19A-GFP yeast: 97.9

How did COc1ccc(N2CCCC2=N)c(OC)c1 do in these assays?
AGP1-GFP MLPCN: 114.4; MEP2-GFP yeast: 112.5; LAP4 TOR yeast: 119.0; procasp7 counter: -6.5; procasp3 activ: 11.1; AHR act: -1.4; CIT2-GFP yeast: 111.8; RPL19A-GFP yeast: 107.2

How did CN(C)CCCNc1ncnc2sc(-c3ccccc3)cc12 do in these assays?
AGP1-GFP MLPCN: 104.6; MEP2-GFP yeast: 101.1; LAP4 TOR yeast: 102.3; procasp7 counter: 1.6; procasp3 activ: 0.5; AHR act: 6.4; CIT2-GFP yeast: 103.2; RPL19A-GFP yeast: 101.5

What do the screens show for `CCOc1ccccc1NC(=O)c1ccc2[nH]c(C)c(C)c2c1`?
AGP1-GFP MLPCN: 99.6; MEP2-GFP yeast: 102.9; LAP4 TOR yeast: 102.3; procasp7 counter: 4.2; procasp3 activ: -5.0; AHR act: 31.3; CIT2-GFP yeast: 110.0; RPL19A-GFP yeast: 102.5

What do the screens show for `CC(C)c1ccc(-c2c(NCCc3ccccc3)c(=O)c2=O)cc1`?
AGP1-GFP MLPCN: 100.7; MEP2-GFP yeast: 107.5; LAP4 TOR yeast: 89.4; procasp7 counter: 2.5; procasp3 activ: 4.4; AHR act: 1.1; CIT2-GFP yeast: 105.3; RPL19A-GFP yeast: 105.2

Results for O=C(NCc1ccco1)c1cc([N+](=O)[O-])ccc1N1CCOCC1 ?
AGP1-GFP MLPCN: 101.6; MEP2-GFP yeast: 103.2; LAP4 TOR yeast: 106.2; procasp7 counter: -11.2; procasp3 activ: -10.2; AHR act: 0.5; CIT2-GFP yeast: 94.8; RPL19A-GFP yeast: 100.5

What do the screens show for `CCOc1ncc(S(=O)(=O)N2CCN(CC)CC2)cc1C(=O)O`?
AGP1-GFP MLPCN: 114.9; MEP2-GFP yeast: 106.9; LAP4 TOR yeast: 107.2; procasp7 counter: 2.3; procasp3 activ: 2.7; AHR act: -1.6; CIT2-GFP yeast: 143.6; RPL19A-GFP yeast: 94.8

Results for Cc1cc(C)nc(NS(=O)(=O)c2ccc(NC(=O)Cc3ccccc3)cc2)n1 ?
AGP1-GFP MLPCN: 107.9; MEP2-GFP yeast: 104.2; LAP4 TOR yeast: 98.9; procasp7 counter: 1.3; procasp3 activ: -2.8; AHR act: 4.0; CIT2-GFP yeast: 108.1; RPL19A-GFP yeast: 104.9

Results for O=C(NCc1ccccc1)C1(C(F)(F)F)CC(CCCO)CCCO1 (stereo not drawn) ?
AGP1-GFP MLPCN: 91.8; MEP2-GFP yeast: 98.6; LAP4 TOR yeast: 113.1; procasp7 counter: 0.9; procasp3 activ: -1.7; AHR act: 0.6; CIT2-GFP yeast: 93.6; RPL19A-GFP yeast: 102.0

How did CC1CC(C)CN(C(=O)c2ccc(C(=O)c3ccccc3)cc2)C1 (stereo not drawn) do in these assays?
AGP1-GFP MLPCN: 94.1; MEP2-GFP yeast: 93.9; LAP4 TOR yeast: 87.3; procasp7 counter: 5.0; procasp3 activ: 4.9; AHR act: 0.3; CIT2-GFP yeast: 92.6; RPL19A-GFP yeast: 90.7

How did CC(=O)c1cccc(NC(=O)N2CCCC2C(=O)Nc2ccccc2C)c1 (stereo not drawn) do in these assays?
AGP1-GFP MLPCN: 96.6; MEP2-GFP yeast: 94.1; LAP4 TOR yeast: 94.2; procasp7 counter: 11.9; procasp3 activ: 8.6; AHR act: 0.9; CIT2-GFP yeast: 99.1; RPL19A-GFP yeast: 96.5

How did COc1cccc(NC(=O)CN(C)C(=O)c2cccc(NS(=O)(=O)c3ccccc3)c2)c1 do in these assays?
AGP1-GFP MLPCN: 113.3; MEP2-GFP yeast: 108.5; LAP4 TOR yeast: 108.7; procasp7 counter: 0.5; procasp3 activ: 4.9; AHR act: 2.1; CIT2-GFP yeast: 108.1; RPL19A-GFP yeast: 107.7

Results for Cc1cccc(C(=O)NC(=S)Nc2c(C)n(C)n(-c3ccccc3)c2=O)c1 ?
AGP1-GFP MLPCN: 99.6; MEP2-GFP yeast: 104.8; LAP4 TOR yeast: 94.8; procasp7 counter: -8.6; procasp3 activ: -8.5; AHR act: 1.1; CIT2-GFP yeast: 102.7; RPL19A-GFP yeast: 102.3

What do the screens show for `CCOc1ccc(-c2nnc(SCC(=O)O)n2Cc2ccccc2)cc1`?
AGP1-GFP MLPCN: 98.2; MEP2-GFP yeast: 105.7; LAP4 TOR yeast: 101.3; procasp7 counter: -0.2; procasp3 activ: -0.2; AHR act: -1.1; CIT2-GFP yeast: 108.6; RPL19A-GFP yeast: 104.9

What do the screens show for `Cc1ccc(C(=O)Nc2cc(Cl)ccc2N2CCCCC2)s1`?
AGP1-GFP MLPCN: 100.7; MEP2-GFP yeast: 127.9; LAP4 TOR yeast: 107.9; procasp7 counter: -8.0; procasp3 activ: 4.2; AHR act: 0.9; CIT2-GFP yeast: 102.3; RPL19A-GFP yeast: 102.4

Screening results deposited in PubChem BioAssay by several laboratories.
